LDHA block: inhibitors of human lactate dehydrogenase A; activity change, % (values are at about 110 or 230 µM); AID 1347041; P00338; purified LDHA, NADH/diaphorase-resazurin fluorescence; active compounds read low; actives 0.15% (n = 480,000); in the data active means activity change below about -30%; inconclusive means mostly about -25% to -30%;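 further: plate controls were DMSO wells for no effect and wells without enzyme for full effect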
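Remaining NADH was detected by diaphorase (0.133 mg/mL) converting 37 µM resazurin to fluorescent resorufin, read at 0 and 20 minutes. The preceding 5-minute room-temperature reaction used 2 nM LDHA, 0.2 mM sodium pyruvate and 0.06 mM NADH at pH 7.4.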
APE1 inh: blocks human APE1 abasic DNA cleavage; P27695; recombinant APE1, TAMRA/BHQ-2 abasic DNA cleavage fluorescence; Potency, µM (doses to about 65.8 µM), inactives show at the top dose activity change, negative = inhibition, hits mostly inhibitors; actives 0.35% (n = 350,000); AID 2517;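 further: potency means the concentration at half of the fitted maximal effect; plate controls were vehicle for no effect and reference inhibitor for full effect; nearly all actives have a fitted effect of over 55% in size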
Target sequence (P27695 whole entry, looked up): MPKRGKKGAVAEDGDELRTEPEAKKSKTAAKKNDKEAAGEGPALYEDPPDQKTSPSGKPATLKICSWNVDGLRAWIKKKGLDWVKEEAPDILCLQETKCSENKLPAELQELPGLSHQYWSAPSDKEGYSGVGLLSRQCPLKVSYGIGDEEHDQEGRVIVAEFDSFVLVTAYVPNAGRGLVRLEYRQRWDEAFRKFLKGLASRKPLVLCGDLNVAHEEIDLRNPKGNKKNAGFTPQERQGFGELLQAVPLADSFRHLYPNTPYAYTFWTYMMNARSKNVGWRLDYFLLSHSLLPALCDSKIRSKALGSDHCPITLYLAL
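Kinetic fluorescence read (525 ex/598 em nm, three reads 60 s apart) of AP-site incision; signal = third minus first read. Enzyme 0.75 nM, dual-labelled THF duplex 50 nM, compound preincubation 15 min RT.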
Pol kappa inh: inhibitors of human DNA polymerase kappa | purified Pol kappa, fluorescent DNA synthesis assay, 10 min | actives 0.53% (n = 400,000) | Potency, µM (series often up to 107 µM), inactives show at the top dose activity, negative = inhibition, most hits filed as inhibitors | AID 588579 | Q9UBT6; further: potency means the concentration at half of the fitted maximal effect; on the % scale 0 is the no-effect control and ±100 the full control effect
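10 nM Pol kappa was preincubated with compounds for 15 min at room temperature. Reaction started with 50 nM (final) substrate. Fluorescence read kinetically at 0 and 10 min.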
Pol eta inh: DNA polymerase eta (human) inhibition | Potency, µM (series often up to 114 µM), inactives show at the top dose activity change, negative = inhibition, most hits filed as inhibitors | Q9Y253 | actives 1.2% (n = 390,000) | recombinant Pol eta, fluorescent DNA replication assay | AID 588591; further: potency means the concentration at half of the fitted maximal effect; on the % scale 0 is the no-effect control and ±100 the full control effect
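Pol eta at 10 nM preincubated with compounds 15 min at room temperature; reaction started with fluorescent substrate (50 nM final) and read kinetically at 0 and 10 min.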
Glioma ERSR ind: ER stress response induction in glioma; actives 0.02% (n = 420,000); U87-MG GRP78 promoter luciferase reporter, 16 h; Potency, µM, without a hit: top-dose activation, most hits filed as activators; further: potency means the concentration at half of the fitted maximal effect; series mostly up to about 76 µM; % of control where 0% means no effect; nearly all actives have a fitted effect of over 35% in size
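Stably transfected U87-MG glioma cells carrying a GRP78-based luciferase sensor; 16 h compound incubation. Luminescence end-point read 10 min after Bright-Glo addition at room temperature.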
Pol iota inh: inhibitors of human DNA polymerase iota. Potency, µM (titrated, usually from 115 µM), for the others: at the highest dose activity, negative = inhibition, most hits filed as inhibitors. actives 1% (n = 390,000). Q9UNA4. Pol iota fluorescent replication assay, 10 min; further: potency means the concentration at half of the fitted maximal effect
Target sequence (Q9UNA4 whole entry, looked up): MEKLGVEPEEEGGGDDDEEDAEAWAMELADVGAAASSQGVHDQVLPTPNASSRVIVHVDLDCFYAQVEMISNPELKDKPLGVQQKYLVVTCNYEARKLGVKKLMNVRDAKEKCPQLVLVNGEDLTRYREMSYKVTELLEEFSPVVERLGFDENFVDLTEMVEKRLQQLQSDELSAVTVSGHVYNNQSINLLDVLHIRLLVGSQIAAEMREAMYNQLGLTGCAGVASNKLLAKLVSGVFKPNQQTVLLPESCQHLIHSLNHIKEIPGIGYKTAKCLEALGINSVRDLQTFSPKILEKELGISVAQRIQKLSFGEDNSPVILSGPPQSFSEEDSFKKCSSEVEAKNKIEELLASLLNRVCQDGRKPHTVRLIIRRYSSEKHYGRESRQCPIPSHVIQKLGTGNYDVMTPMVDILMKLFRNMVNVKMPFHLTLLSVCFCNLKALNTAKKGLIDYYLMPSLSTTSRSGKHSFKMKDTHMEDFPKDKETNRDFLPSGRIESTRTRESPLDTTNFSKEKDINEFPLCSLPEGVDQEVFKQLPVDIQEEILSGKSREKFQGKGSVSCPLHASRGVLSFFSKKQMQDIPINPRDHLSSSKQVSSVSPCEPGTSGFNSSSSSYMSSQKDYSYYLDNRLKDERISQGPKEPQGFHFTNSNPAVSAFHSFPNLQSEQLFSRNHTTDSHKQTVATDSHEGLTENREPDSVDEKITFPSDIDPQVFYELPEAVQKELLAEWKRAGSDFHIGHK
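Fluorescent replication assay read twice, at 0 min and 10 min after adding 50 nM (final) substrate. Enzyme (10 nM) and compounds were first incubated 15 min at room temperature; enzyme-free buffer wells were negative controls.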
BLM helicase inh: inhibitors of human Bloom syndrome helicase BLM; P54132; recombinant BLM DNA unwinding, fluorescence dequenching; Potency, µM (highest dose often 56.1 µM), for the others: at the top dose activity change, negative = inhibition, actives largely listed as inhibitors; actives 0.2% (n = 350,000); AID 2528;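 further: potency means the concentration at half of the fitted maximal effect; plate controls were vehicle for no effect and no enzyme for full effect; nearly all actives have a fitted effect of over 35% in size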
Pol beta inh: blocks human DNA polymerase beta activity; Pol beta primer extension/strand displacement, fluorescence kinetic; Potency, µM (highest dose often 114 µM), inactives show at the highest dose activity change, negative = inhibition, hits mostly inhibitors; actives 1.3% (n = 340,000); AID 485314; further: potency means the concentration at half of the fitted maximal effect; on the % scale 0 is the no-effect control and ±100 the full control effect
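Pol beta (10 nM) and compounds were preincubated 15 min at room temperature, then 50 nM substrate (final) started primer extension/strand displacement. Reads were taken at 0 and 10 min; concentration-response data were fitted to a four-parameter Hill equation.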
Anesthetic bind: candidate novel general anesthetic via apoferritin binding. AID 485281. Potency, µM (doses to about 77.5 µM), for the others: top-dose activity change, negative = displacement, hits mostly inhibitors. apoferritin/1-aminoanthracene competitive binding, fluorescence. actives 0.074% (n = 350,000). P02791; further: potency means the concentration at half of the fitted maximal effect; on the % scale 0 is the no-effect control and ±100 the full control effect; nearly all actives have a fitted effect of over 20% in size
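Concentration-response curves derived by four-parameter Hill fitting of normalized fluorescence, where compounds displaced 1-AMA from 10 uM horse apoferritin following a brief 10 min room-temperature incubation; propofol titration acted as positive control.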
* = called active by the depositor; ? = inconclusive; . = no result given; & = joins results of further samples; [ ] = dose if it differs, or a comment. Unless noted, the call rests on the fitted dose curve; in most records, active means well fitted curve in the direction sought with a large enough effect; inconclusive means small, poorly fitted or top-dose-only effect, or another doubt; inactive means no such curve, though single readings can be large; an effect the other way counts as inactive or inconclusive. The list is partial; rates above refer to the full screens.

SMILES	LDHA block	APE1 inh	Pol kappa inh	Pol eta inh	Glioma ERSR ind	Pol iota inh	BLM helicase inh	Pol beta inh	Anesthetic bind
CCOC(=O)C1=Nc2ccccc2C1=[N+]=[N-]	3	1%	-14%	-21%	-6%	-12%	-2%	3%	-1%
O=C(Nc1ccnn1C1CCN(C/C=C/c2ccccc2)CC1)c1ccccc1	-3	-7%	-10%	-9%	0%	11%	2%	28%	-19%
CCOC(=O)N1CCC(N2Cc3cccc(C(=O)Nc4ccc(S(=O)(=O)N(CC)CC)cc4)c3C2=O)CC1	-4	-14%	?	?	-4%	79µM*	-12%	?	-11%
Cc1ccc(S(=O)(=O)NCCNC(=O)c2ccccc2)cc1	-10	-2%	-6%	-7%	1%	7%	-1%	-29%	-5%
CCOc1ccc(S(=O)(=O)Nc2ccc(C(=O)NCc3ccncc3)cc2)cc1	1	24%	0%	-4%	-4%	14%	.	.	.
O=C(NCC(=O)N1CCCC(C(F)(F)F)C1)c1ccccc1F (configuration not stated)	-5&0	4%	-11%	-12%	2%	25%	.	.	.
CCOc1ccccc1OCCCCOc1ccccc1F	-1	-4%	-11%	-19%	-3%	23%	-7%	-11%	-5%
CC(=O)Nc1ccc(NC(=O)c2ccc(COc3ccc(C)cc3)o2)cc1	-5	4%	6%	-2%	1%	29%	-2%	?	-12%
Cc1cc(C)nc(N(C#N)CCOc2ccccc2)n1	-8	2%	-11%	0%	-1%	6%	-4%	22%	-20%
CCOC(=O)CNC(=O)c1ccc2[nH]c3c(c2c1)CCCC3	14	1%	-4%	-7%	-5%	55%[activator]	-6%	31%	6%
COc1ccc(/C=C2\SC(=S)N(CCC(=O)Nc3cccc(C(=O)O)c3)C2=O)cc1	0	-13%	-3%	?	-9%	-6%	3%	?	-8%
Cc1c(Cc2c(C)n(C)n(-c3ccccc3)c2=O)c(=O)n(-c2ccccc2)n1C	-10	19%	-12%	-10%	1%	10%	-1%	1%	-13%
CCN(C(=O)c1ccc(C(=O)N(CC)c2ccccc2C)cc1)c1ccccc1C	-3	.	10%	-15%	-3%	25%	0%	14%	-12%
CCOC(=O)C1CCCN(C(=O)Nc2cccc(Cl)c2)C1 (configuration not stated)	3	0%	2%	-19%	11%	36%[activator]	-2%	-4%	-9%
CCC(C)C(NC(=O)CCC(=O)OCC(=O)[C@@]1(O)CCC2[C@@H]3CCC4=CC(=O)C=C[C@]4(C)C3[C@@H](O)C[C@@]21C)C(=O)O (some centres not stated)	-7	6%	-16%	-25%	0%	14%	1%	27%	-2%
CCCn1nc(C(=O)Oc2ccc3c(C)cc(=O)oc3c2)c2ccccc2c1=O	-1	26%	-3%	-6%	-1%	17%	2%	14%	184%[activator]
CCc1ccccc1NC(=O)CSc1nnc(COc2ccccc2Cl)o1	-4	.	2%	-5%	-2%	-5%	-2%	-1%	-2%
Cc1ccc(Nc2nc(-c3sc(C)nc3C)cs2)cc1	1&3	-13%	2%	-5%	4%	25%	-9%	15%	-12%
C[C@H](NC(=O)c1nc[nH]c1C(=O)N[C@@H](Cc1ccccc1)C(=O)OCc1ccccc1)C(=O)OC(C)(C)C	2	6%	-11%	-30%	8%	16%	-17%	-10%	?
CC(C)c1nc(SCC(=O)N2c3ccccc3CC2C)c2ccccc2n1 (configuration not stated)	4	4%	-6%	3%	-1%	?	-3%	-2%	-20%
COc1ccc(Cl)cc1CSc1ncn[nH]1	-17	5%	-2%	-2%	6%	31%[activator]	-2%	9%	3%
O=C(Nc1ccc(COc2ccccc2)cc1)c1cccc([N+](=O)[O-])c1	-9	-1%	-3%	-25%	-4%	64%[activator]	2%	12%	-9%
CCC(C)NC(=O)CSc1n[nH]c(=O)n1CCc1ccccc1 (configuration not stated)	-14	25%[12.4 µM]	-2%	-19%	-5%	63%[activator]	1%	102%	-9%
O=S(=O)(Nc1ccc(N2CCOCC2)nn1)c1ccccc1	-6	5%	-11%	7%	0%	1%	-2%	2%	-15%

Of the compounds above, these contain an aryl thioether with sulfur outside any ring.
SMILES	LDHA block	APE1 inh	Pol kappa inh	Pol eta inh	Glioma ERSR ind	Pol iota inh	BLM helicase inh	Pol beta inh	Anesthetic bind
CCc1ccccc1NC(=O)CSc1nnc(COc2ccccc2Cl)o1	-4	.	2%	-5%	-2%	-5%	-2%	-1%	-2%
CC(C)c1nc(SCC(=O)N2c3ccccc3CC2C)c2ccccc2n1 (configuration not stated)	4	4%	-6%	3%	-1%	?	-3%	-2%	-20%
COc1ccc(Cl)cc1CSc1ncn[nH]1	-17	5%	-2%	-2%	6%	31%[activator]	-2%	9%	3%
CCC(C)NC(=O)CSc1n[nH]c(=O)n1CCc1ccccc1 (configuration not stated)	-14	25%[12.4 µM]	-2%	-19%	-5%	63%[activator]	1%	102%	-9%

(next part)
SMILES	LDHA block	APE1 inh	Pol kappa inh	Pol eta inh	Glioma ERSR ind	Pol iota inh	BLM helicase inh	Pol beta inh	Anesthetic bind
CCCc1nc(N2CCN(S(=O)(=O)c3ccc(Cl)cc3)CC2)c2c(C)c(C)sc2n1	4	1%	-3%	-17%	12%	89%[activator]	-5%	11%	-4%
Cc1ccc(CCC(=O)Nc2ccc(N(C)C)cc2)o1	-1	1%	-16%	-12%	1%	21%	-1%	26%	-20%
C/C(Cc1ccccc1)=N\NC(=O)C1CCCCC1	-4	-7%	-3%	-15%	-6%	15%	3%	25%	-9%
COC(=O)c1ccccc1NC(=S)NC(NC(=O)c1ccccc1[N+](=O)[O-])C(Cl)(Cl)Cl (configuration not stated)	-5	-8%	-6%	2%	-4%	?	-6%	8%	?
Cn1ncc(Cl)c(Oc2ccc(C(C)(C)C)cc2)c1=O	-5	4%	2%	-17%	3%	13%	-2%	-10%	-20%
O=C(CCCN1C(=O)/C(=C/c2ccccc2)SC1=S)Nc1ccccc1O	-4	-2%	-4%	3%	-5%	-6%	-8%	1%	?
COc1ccc2oc(=O)c(/C(C)=N/NC(=O)c3ccncc3)cc2c1	5	4%	3%	-16%	-1%	34%[activator]	1%	2%	259%[activator]
N#Cc1c(-c2ccccc2)cc(-c2ccco2)c(C#N)c1N	.	-3%	.	.	.	.	?	40µM*	45%[activator]
COCC#Cc1ccc(C2C(C)CCC3C(=O)N4C(CCC(C)C4c4ccc(C#CCOC)cc4)C(=O)N32)cc1 (configuration not stated)	.	-8%[12.4 µM]	.	.	-5%	.	-1%[12.4 µM]	.	-13%[15.3 µM]
O=C(CN1C(=O)NC2(CCc3ccccc32)C1=O)Nc1cccc(F)c1 (configuration not stated)	-8	3%	-12%	6%	-2%	36%[activator]	.	.	.
CCOC(=O)CCCNC(=O)COc1ccccc1C#N	-11	-4%	4%	-9%	-2%	11%	-1%	14%	-6%
O=C(OCc1ccc2c(c1)OCO2)c1ccc(S(=O)(=O)N2CCCC2)cc1	0	-2%	-13%	-8%	3%	0%	-9%	12%	?
COc1ccc(OCCCC(=O)Nc2ccc(N3CCOCC3)cc2)cc1	-5	-6%	1%	8%	-1%	2%	-5%	-12%	-5%
O=C(Nc1cnccn1)c1cccs1	3	18%	-20%	1%	8%	-9%	-1%	14%	-8%
O=c1c(Br)ccc(Br)cc1Br	15	.	-6%	28µM*	-14%	7.1µM*	.	.	.
Cc1ccc(F)cc1NC(=O)CN1CCN(Cc2ccccc2)CC1	1	38%	6%	-11%	-1%	-18%	-3%	-19%	-4%
COCC(C)NCc1cccc([N+](=O)[O-])c1 (configuration not stated)	?	-2%	-4%	8%	-2%	-4%	0%	1%	-7%
O=C(Nc1cccc(C(=O)N2CCN(c3cccc(Cl)c3)CC2)c1)c1ccccc1	-3	-12%	-6%	-20%	-3%	3%	1%	?	-3%
COC(=O)C/C=C/C(C)C(OCc1cccc(-c2ccccc2)c1)C1CCCCC1 (configuration not stated)	.	17%[12.4 µM]	.	.	1%	.	-9%[12.4 µM]	.	5%[15.3 µM]
O=C(Nc1nnc(C2=COCCO2)o1)c1ccc(S(=O)(=O)N2CCCC2)cc1	8	0%	-9%	-11%	-3%	?	2%	-1%	-11%
O=C1CC(c2ccccc2)CCc2sccc2N1 (configuration not stated)	-6	9%	-6%	1%	-5%	8%	-1%	4%	-21%
CC(C)Cn1c(=O)c2sccc2n2c(CCCC(=O)N3CCN(c4ccc(F)cc4)CC3)nnc12	4	.	4%	-17%	1%	29%	-3%	12%	22%
COc1ccc(-c2nc3scc(CCNS(=O)(=O)c4ccc(NC(C)=O)cc4)n3n2)cc1	-1	.	-4%[60.1 µM]	-6%	2%	22%	1%	19%	2%
O=C(c1ccc([N+](=O)[O-])cc1Cl)N1CCN(c2ccccn2)CC1	-1	0%	-21%	-5%	-7%	-6%	4%	0%	-10%
Cc1cc(C(=O)O)cc(S(=O)(=O)Nc2ccccc2C(=O)NC(C)c2ccccc2)c1C (configuration not stated)	-4	8%	-4%	-25%	-1%	-12%	2%	-1%	-4%
CC(Oc1ccccc1F)C(=O)Nc1ccc2ccccc2c1 (configuration not stated)	-1	7%	-16%	-17%	5%	7%	-2%	-11%	-9%
CCOC(=O)Cn1c(=N)n(CCOc2ccc(Br)cc2)c2ccccc21	-6	28%	-2%	-7%	-3%	2%	-10%	3%	1%
CCOC(=O)c1c(C)oc2c1c(C=NCC1CCCO1)c(O)c1ccccc12 (configuration not stated)	14	5%	2%	-8%	-3%	43%[activator]	-2%	43%	-11%
CC(=O)c1cccc(NC(=O)CCc2nnc3ccc(NCc4ccc5c(c4)OCO5)nn23)c1	-3	92%[activator]	-14%	1%	-2%	26%	-3%	5%	-1%
CCCCOC(=O)C(C)Oc1ccc(=O)n(-c2ccccc2)n1 (configuration not stated)	1	2%	2%	-15%	1%	23%	-1%	16%	-11%
Cc1ccc(N2CC(=O)N(CC(=O)O)C2=O)cc1	-14	2%	-6%	-5%	-5%	28%	1%	14%	6%

Two records drawn at random from those above:
SMILES	LDHA block	APE1 inh	Pol kappa inh	Pol eta inh	Glioma ERSR ind	Pol iota inh	BLM helicase inh	Pol beta inh	Anesthetic bind
CCOC(=O)Cn1c(=N)n(CCOc2ccc(Br)cc2)c2ccccc21	-6	28%	-2%	-7%	-3%	2%	-10%	3%	1%
CCOC(=O)c1c(C)oc2c1c(C=NCC1CCCO1)c(O)c1ccccc12 (configuration not stated)	14	5%	2%	-8%	-3%	43%[activator]	-2%	43%	-11%
